# RmlCD inh 1536: inhibitors of Mycobacterium tuberculosis RmlC and RmlD coupled enzymes; P9WH09+P9WH11; RmlC+RmlD coupled enzyme assay, percent inhibition; primary screen in compound mixtures; inhibition, % at 3.6 µM; hit rate 0.03% among 160,000; AID 1533; in the data active means inhibition mostly above about 34%, no sharp cut-off; further: some results filed as inactive read as strong as hits
# Target sequence (P9WH09 whole entry, looked up): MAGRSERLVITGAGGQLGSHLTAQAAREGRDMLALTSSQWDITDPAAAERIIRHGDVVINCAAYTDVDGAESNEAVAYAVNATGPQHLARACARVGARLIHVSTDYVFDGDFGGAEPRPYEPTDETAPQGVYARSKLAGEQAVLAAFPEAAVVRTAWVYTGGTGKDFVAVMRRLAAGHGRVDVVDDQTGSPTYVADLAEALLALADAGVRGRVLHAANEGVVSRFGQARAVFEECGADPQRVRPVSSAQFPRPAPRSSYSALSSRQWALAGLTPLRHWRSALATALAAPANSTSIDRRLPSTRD
# Target sequence (P9WH11 whole entry, looked up): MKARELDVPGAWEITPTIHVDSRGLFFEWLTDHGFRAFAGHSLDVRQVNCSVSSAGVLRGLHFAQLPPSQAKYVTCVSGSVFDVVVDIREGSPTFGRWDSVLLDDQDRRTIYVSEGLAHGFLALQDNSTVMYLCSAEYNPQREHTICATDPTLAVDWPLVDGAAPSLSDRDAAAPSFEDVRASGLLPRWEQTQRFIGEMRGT
# GlmU inhibition: inhibition of mycobacterial GlmU enzyme – biochemical, glucosamine-1-phosphate acetyltransferase (AID 1376); M. tuberculosis GlmU acetyltransferase enzyme assay; higher % means a stronger effect; inhibition, %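 (tested at 30 µM in the primary screen)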; hits with a dose series show IC50 in µM; hit rate 0.25% among 220,000; in the data active means inhibition above about 13%;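 further: 0% = complete reaction with vehicle and 100% = reaction without substrate; strong numbers were not always called active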
# Numbers without * were called inactive; . = not tested or not shown. A portion of the library; rates above refer to the full screens.
# Under each structure – GlmU inhibition, RmlCD inh 1536
> Cc1cnc(NC(=O)CSc2nnc(-c3ccc(Cl)cc3Cl)n2N)s1
  -2.3%, .
> O=C(NC1CCCCC1)C(c1cccs1)N(C(=O)c1ccccn1)c1ccccc1 (stereo unspecified)
  0.8%, .
> NC(=O)c1cnn(Cc2ccc(Cl)cc2)c1N
  1.6%, -4
> CC1CCN(C(=O)CCc2ccc(Oc3cc([N+](=O)[O-])cc([N+](=O)[O-])c3)cc2)CC1
  2.4%, 2
> COc1ccccc1OCc1nc2ccccc2s1
  3.6%, -46
> COC(=O)c1ccc(C(=O)Nc2nnc(-c3cccnc3)o2)cc1
  1.2%, -10
> COCCNC(=O)c1ccccc1NS(=O)(=O)c1ccc(C)c([N+](=O)[O-])c1
  -1.2%, -4
> CCn1cc(C(=O)NCc2ccccc2)c(=O)c2cc(F)c(N3CCN(C(=O)c4ccco4)CC3)cc21
  1.4%, 17
> N#Cc1cc2c(nc1SCc1cccnc1)CCC2
  -0.7%, .
> C/C(=N\NC(=O)c1ccc(CSc2nncn2C)cc1)c1ccc2ccccc2c1
  -6.1%, 2
> C/C(=N\NS(=O)(=O)c1ccc(C)cc1)c1ccc(C)s1
  1.4%, -4
> CCOC(=O)C1CCCN(C(=O)c2cn(CC)c3ccc(S(=O)(=O)N(C)C)cc3c2=O)C1 (stereo unspecified)
  -2.8%, -2
> CCOC(=O)C1=C(C)N=C(SC)N(C)C1c1ccccc1 (stereo unspecified)
  7.2%, -10
> COc1cccc(C2CC(c3ccc(C(C)C)cc3)n3nc(N)nc3N2)c1 (stereo unspecified)
  -1.3%, 7
> Cc1occc1-c1nnc(SCC(=O)N2CCOCC2)o1
  -1.7%, 7
> CCOC(=O)N1CCN(C(=S)NC(=O)C23CC4CC(CC(C4)C2)C3)CC1
  3.0%, -8
> c1ccc2c(c1)[nH]c1c(N3CCN(C4CCCCC4)CC3)ncnc12
  3.2%, 3
> CCN(CC)CC(=O)Nc1ccc2c(c1)N(C(=O)CN(CC)CC)c1ccccc1CC2
  -0.4%, .
> COc1ccccc1C(=O)Nc1ccc(S(=O)(=O)N2CCCCC2c2cccnc2)cc1 (stereo unspecified)
  -1.8%, 4
> Cc1cc(NC(=O)CSc2cn(CCNC(=O)c3ccc(Cl)cc3)c3ccccc23)no1
  0.0%, .
> CC(O)CN=c1cc(-c2ccccc2)oc2ccc(Cl)cc12 (stereo unspecified)
  -0.6%, 11
> Fc1cccc(F)c1/C=N/Nc1ccccn1
  -1.1%, 6
> CCOC(=O)NC(=O)/C(C#N)=N\Nc1ccc(Cl)cc1
  3.5%, .
> C#CC1CN(Cc2ccccc2)CC(C#C)N1C (stereo unspecified)
  1.2%, 1
> CC(C(=O)N1CCN(Cc2ccc3c(c2)OCO3)CC1)c1ccc([N+](=O)[O-])cc1 (stereo unspecified)
  -2.6%, -1
> COc1cc(NC(=O)CN2CCC(C(N)=O)(N3CCCCC3)CC2)c(OC)cc1Cl
  -4.2%, 0
> CN(C)S(=O)(=O)c1cccc(NC(=O)COC(=O)/C=C/c2cccs2)c1
  -2.5%, .
> CCCCNC(=O)c1nn(-c2ccccc2OC)c(=O)c2ccccc12
  -6.0%, -4
> COc1ccc(C(=O)Nc2cc(C(=O)O)cc(C(=O)O)c2)cc1Cl
  1.2%, .
> CCOC(=O)c1cc(C(=O)Nc2cccc(C)c2)nn1C
  2.4%, 1
> CCOC(=O)Cn1c(=NC(=O)c2nc3ccccc3s2)sc2cc(S(N)(=O)=O)ccc21
  2.3%, -10
> O=C(Oc1ccc(N2C(=O)CCC2=O)cc1)c1ccco1
  0.4%, .
> CCN(c1ccc(NC(=O)COC(=O)c2ccc3ccccc3n2)cc1)C(C)C
  -5.1%, -3
> CCCCn1c(SCC(=O)Nc2cc(C)on2)nnc1-c1cccs1
  0.3%, .
> CCC(=O)Nc1nc2ccc([N+](=O)[O-])cc2s1
  -1.2%, 1
> Clc1ccc(-c2cccs2)nn1
  -0.1%, 9
> CC(C)(C)N/N=C1\CC(c2ccccc2)Oc2ccccc21 (stereo unspecified)
  -4.5%, -6
> CC(=O)NCCc1ccc(S(=O)(=O)NCc2ccc3c(c2)OCO3)cc1
  -2.2%, 2
> Cc1ccc(-n2nnnc2-c2cnc3cc4c(cc3c2C)OCO4)cc1
  -0.4%, .
> C#CCN1C(=O)C(O)(CC(=O)c2cc(OC)ccc2OC)c2ccccc21 (stereo unspecified)
  1.2%, 10
> O=C(CS(=O)CC(=O)N(CC(=O)NC1CCCC1)c1ccc2c(c1)OCCO2)Nc1ccc(F)cc1 (stereo unspecified)
  2.7%, 48
> Cc1cc(NC(=O)CS(=O)(=O)c2cn(Cc3ccccc3Cl)c3ccccc23)no1
  3.3%, 7
> CC(C)NS(=O)(=O)c1ccc(OCC(=O)N2CCN(Cc3ccc4c(c3)OCO4)CC2)c(Cl)c1
  -3.3%, 12
> CCC1Oc2ccccc2N(CC(=O)Nc2ccccc2OC)C1=O (stereo unspecified)
  -2.0%, 4
> Cc1cc(NC(=O)C2CCN(S(=O)(=O)c3cccs3)CC2)no1
  0.6%, 14
> COc1ccc(F)cc1S(=O)(=O)NC1CC(C)(C)NC(C)(C)C1
  -3.3%, -6
> COc1cccc(-c2cc(C(=O)NCCCn3ccnc3)no2)c1
  3.0%, 30
> CCOC(=O)c1[nH]c(C)c(/C(O)=C2\C(=O)C(=O)N(CCCN(C)C)C2c2ccncc2)c1C (stereo unspecified)
  -4.8%, .
> Cc1nn(C)c(=O)c(N)c1-c1cc(-c2ccc(Cl)c(Cl)c2)n[nH]1
  -3.8%, -4
> CCn1c(SCC(=O)Nc2ccc(OC)cc2)nc2nc3c(cc2c1=O)CCCC3
  6.5%, 2

# Next part.
# Under each structure – GlmU inhibition, RmlCD inh 1536
> Cn1ncc(Cl)c1C(=O)N/N=C/c1cc2c(cc1[N+](=O)[O-])OCO2
  -6.1%, -7
> O=C(NCC1(c2ccccc2)CCOCC1)c1ccc(Br)o1
  -2.8%, -12
> CC(=O)Nc1ccc(S(=O)(=O)NCC(=O)OCC(=O)NC(=O)C2CCCCC2)cc1
  -5.8%, 4
> Cc1ccc(NC(=O)CC2C(=O)N(Cc3ccccc3)C(=S)N2NC(=O)c2cccc(F)c2)c(C)c1 (stereo unspecified)
  1.8%, 7
> O=C(COC(=O)c1ccco1)NCc1ccco1
  -1.3%, -7
> CC(=O)NCCNc1ccc([N+](=O)[O-])cn1
  0.8%, -11
> Cc1c2c(nc3nc4ccccc4n13)CC(C)(C)CC2=O
  1.0%, .
> c1ccc(-c2cn3nc(-c4ccccc4)c(-c4ccccc4)nc3n2)cc1
  0.1%, 2
> Cc1cc(C)cc(NC(=O)C(NCCN2CCOCC2)c2ccccc2)c1 (stereo unspecified)
  -3.1%, 10
> O=C(Cc1ccccc1)NN1C(=O)/C(=C/c2ccc(C(=O)O)cc2)SC1=S
  -4.4%, 1
> N=C1c2ccccc2CN1NC(=O)c1ccc(F)cc1
  6.0%, -7
> CCCCC(CCC(=O)NNC(=O)Cc1ccccc1)C(=O)O (stereo unspecified)
  -2.1%, -1
> O=C(NC1CCN(Cc2ccccc2)CC1)c1ccc(Oc2cc(Cl)cc(Cl)c2)o1
  1.6%, 3
> COc1ccccc1-c1c(C)[nH]n2c(=O)c(Cc3ccccc3)c(C)nc12
  -4.5%, .
> C/C=C1\COC(C(=O)NCCN2CCCC2)(C(F)(F)F)C=C1C=C1CCCCC1 (stereo unspecified)
  -12%, .
> Cc1cc(C(=O)CN2C(=O)C3CC=CCC3C2=O)c(C)n1-c1ccccc1 (stereo unspecified)
  1.5%, 3
> CC(C)=CCN1CCN(CC#Cc2ccccc2)CC1CCO (stereo unspecified)
  -3.9%, -4
> COc1ccccc1NS(=O)(=O)c1cc(NC(=O)C2CC2)ccc1N1CCOCC1
  -7.7%, 7
> CCOc1cc2c(cc1/C=C1/NC(=O)N(CC(=O)OC)C1=O)OCO2
  0.4%, 6
> CC1CCN(C(=S)Nc2ccc(SC(F)F)cc2)CC1
  5.3%, 0
> CC(=O)N1CCC(=NNC(=O)c2cccs2)CC1
  -3.8%, .
> N#CCCn1cc(C(=O)O)c(-c2cccc([N+](=O)[O-])c2)n1
  -5.2%, -11
> COc1ccc(C(=O)c2ccc(N3CCN(C(=O)c4ccc(F)cc4)CC3)c(F)c2)cc1Br
  16%, .
> CSc1cccc(NS(=O)(=O)c2ccc(F)cc2)c1
  -0.5%, .
> CCOC(=O)Cn1nc(C)c(NC(=O)CCc2ccccc2)c1C
  -5.5%, 6
> N#Cc1ccc(Cl)cc1NC(=O)CSc1nc2nc(-c3cccs3)cc(C(F)(F)F)c2c(=O)[nH]1
  3.5%, 8
> CC(C)(C)NC(=O)c1cccc(NC(=O)c2cccc(O)c2)c1
  5.7%, .
> C=CCNC(=O)N[C@@H](CCSC)C(=O)OC
  -0.9%, 17
> CCC(=O)Nc1cc(C)c(NC(=O)c2ccccc2OC)cn1
  1.5%, 11
> COc1ccccc1CC(=O)Nc1ccc(Cl)cc1C(=O)O
  0.1%, .

# Rewritten as comma-separated lines: two of the compounds above.
SMILES,GlmU inhibition,RmlCD inh 1536
C=CCNC(=O)N[C@@H](CCSC)C(=O)OC,-0.9%,17
N#CCCn1cc(C(=O)O)c(-c2cccc([N+](=O)[O-])c2)n1,-5.2%,-11

# More structures.
# Under each structure – GlmU inhibition, RmlCD inh 1536
> COc1ccc(NC(=O)COC(=O)CCCOc2ccc(Cl)cc2Cl)cc1
  2.0%, -4
> O=P(c1ccccc1)(c1ccccc1)C(O)c1ccncc1 (stereo unspecified)
  -2.0%, .
> O=C1CC(SC2=NCCS2)C(=O)N1c1ccc(Br)cc1 (stereo unspecified)
  -4.5%, 62
> O=c1[nH]n2c(=O)c3c([nH]c2c1N=Nc1cccc(C(F)(F)F)c1)CCCC3
  5.6%, .
> C/C(=N\OCC(=O)Nc1ccc(F)c(F)c1F)c1cc2ccccc2o1
  0.1%, 7
> Cc1cc(C(=O)NCCCn2ccnc2)cs1
  1.5%, .
> CSc1nc2ccccc2n1C(=O)Oc1ccccc1
  0.7%, 4
> Cc1cc(C)c(NC(=O)CSc2nc3c(c(=O)n2C)SC(C)C3)c(C)c1 (stereo unspecified)
  1.4%, -12
> O=C(O)CC(CC(=O)Nc1nncs1)c1ccccc1 (stereo unspecified)
  -0.4%, .
> CCOC(=O)C1=C(C)Nc2sc(C(=O)c3ccc(OC)cc3)c(N)c2C1c1ccc(C(=O)OC)cc1 (stereo unspecified)
  -1.7%, 5
> Clc1ccc(CN=C(Nc2ccccc2)NC2CCCCC2)cc1
  -4.5%, -7
> CCOC(=O)CSc1nc(Nc2ccc3c(c2)OCO3)c2ccccc2n1
  5.7%, .
> O=C(/C=C/c1ccccc1)c1ccc(NC2=NCCCS2)cc1
  0.0%, .
> Cc1ccccc1N(CC(=O)NCCc1ccccc1)C(=O)c1ccc(N2CCCC2)nc1
  3.0%, .
> CCCn1c(CN2CCN(C(=O)OCC)CC2)nc2c1c(=O)n(C)c(=O)n2C
  0.2%, .
> Cc1ccc2c(c1)nnn2C1CCN(S(=O)(=O)c2ccc(C(=O)N3CC(C)CC(C)C3)cc2)CC1 (stereo unspecified)
  -3.1%, 5
> CCOC(=O)CSc1ccc(C(=O)Nc2ccc(OC)cc2)cn1
  -1.8%, 7
> O=C(c1ccccc1F)N1CCN=C1SCc1cccnc1
  1.6%, .
> O=C(N/N=C/c1cccnc1)c1cc2ccccc2o1
  1.2%, -9
> CCc1nnc(NC(=O)CSc2nnc(-c3c[nH]c4ccccc34)n2C)s1
  3.5%, .
> O=C(N/N=C/C=C\c1cccc([N+](=O)[O-])c1)c1ccccn1
  9.5%, 9
> Cc1ccc(C2(C)NC(=O)N(CC(=O)NC(=O)NC3CCCC3)C2=O)cc1 (stereo unspecified)
  4.7%, .
> CC(=O)CC(C)=NCCN=C(C)CC(C)=O
  0.7%, -6
> COCCNC(=O)C(=O)Nc1ccc(Cl)cc1C
  0.7%, 4
> Cc1cc(OCC(O)CN(CCO)CCO)ccc1Cl (stereo unspecified)
  -0.5%, 0
> O=C(NCc1ccccc1Cl)c1ccc2c(=O)n(CCCN3CCCC3=O)c(=S)[nH]c2c1
  -2.4%, .
> CC(C)C(C(=O)Nc1ccc2c(c1)OCCOCCOCCOCCO2)N1C(=O)c2ccccc2C1=O (stereo unspecified)
  -0.3%, -8
> CC(C)C(=O)OCCN=C1NS(=O)(=O)c2ccccc21
  7.1%, 8
> Cc1cccn2c(Nc3ccccc3)c(-c3ccccn3)nc12
  -3.4%, .
> CC(C)CNc1oc(-c2ccc(F)cc2)nc1C#N
  6.8%, 13

# In the list so far, these contain a tert-butyl group:
# Under each structure – GlmU inhibition, RmlCD inh 1536
> CC(C)(C)N/N=C1\CC(c2ccccc2)Oc2ccccc21 (stereo unspecified)
  -4.5%, -6
> CC(C)(C)NC(=O)c1cccc(NC(=O)c2cccc(O)c2)c1
  5.7%, .

# Of the compounds above, 3 have bromine:
# Under each structure – GlmU inhibition, RmlCD inh 1536
> O=C(NCC1(c2ccccc2)CCOCC1)c1ccc(Br)o1
  -2.8%, -12
> COc1ccc(C(=O)c2ccc(N3CCN(C(=O)c4ccc(F)cc4)CC3)c(F)c2)cc1Br
  16%, .
> O=C1CC(SC2=NCCS2)C(=O)N1c1ccc(Br)cc1 (stereo unspecified)
  -4.5%, 62

# Next compounds:
# Under each structure – GlmU inhibition, RmlCD inh 1536
> Cc1ccc(CN(C(=O)c2cc(=O)c3cc(Cl)c(C)cc3o2)C2CCS(=O)(=O)C2)cc1 (stereo unspecified)
  -0.1%, -2
> Clc1ccc(-n2nnnc2-c2ccno2)cc1
  -1.0%, 10
> O=[N+]([O-])c1ccc(O)c(C=Nc2ccc3c(c2)OCO3)c1
  0.1%, 6
> Cc1cc2c(c(=O)n1Cc1ccccn1)C(C(C)C)C(C#N)=C(N)O2 (stereo unspecified)
  3.6%, 7

# 2 of the compounds above, bar-delimited:
SMILES | GlmU inhibition | RmlCD inh 1536
O=[N+]([O-])c1ccc(O)c(C=Nc2ccc3c(c2)OCO3)c1 | 0.1% | 6
Cc1ccc(CN(C(=O)c2cc(=O)c3cc(Cl)c(C)cc3o2)C2CCS(=O)(=O)C2)cc1 (stereo unspecified) | -0.1% | -2
